GLP1R ag: activates the human GLP-1 receptor | P43220 | HEK293 GLP-1R CRE-luciferase, luminescence, 4-6 h; cells express a hypersensitive GLP-1R form | Potency, µM (titrated, usually from 45.6 µM), inactives show top-dose activation, most hits filed as activators | 0.007% of 380,000 active; further: potency means the concentration at half of the fitted maximal effect; % of control where 0% means no effect
Target sequence (P43220 whole entry, looked up): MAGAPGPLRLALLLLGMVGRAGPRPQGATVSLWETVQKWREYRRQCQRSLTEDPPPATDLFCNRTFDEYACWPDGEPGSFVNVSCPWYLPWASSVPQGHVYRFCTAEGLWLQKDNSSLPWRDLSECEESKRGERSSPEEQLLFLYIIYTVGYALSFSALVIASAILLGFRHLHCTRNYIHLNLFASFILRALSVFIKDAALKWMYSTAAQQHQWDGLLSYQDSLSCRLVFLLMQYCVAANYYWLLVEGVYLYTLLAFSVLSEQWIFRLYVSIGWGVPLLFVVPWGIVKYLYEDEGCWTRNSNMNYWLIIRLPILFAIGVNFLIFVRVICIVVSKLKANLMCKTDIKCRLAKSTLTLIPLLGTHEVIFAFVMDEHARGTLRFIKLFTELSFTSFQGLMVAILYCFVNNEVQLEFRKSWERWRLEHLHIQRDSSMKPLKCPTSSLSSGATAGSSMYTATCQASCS
GLP1R inv ag: inverse agonists of human GLP-1 receptor; HEK293 GLP-1R CRE-luciferase, luminescence, 24 h; GLP-1R form is constitutively active; 1.6% of 410,000 active; Potency, µM (top dose mostly 38.3 µM), without a hit: top-dose activity change, negative = inhibition, actives largely listed as inhibitors; AID 624417; P43220; further: potency means the concentration at half of the fitted maximal effect; on the % scale 0 is the no-effect control and ±100 the full control effect; nearly all actives have a fitted effect of over 55% in size
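Readout was luciferase luminescence, measured 12 min after detection reagent at room temperature. Beforehand, GLP-1R reporter HEK293 cells had sat 12 h, then received compounds for 24 hr at 37 deg C.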
PTHR1 agonist: activates the human parathyroid hormone receptor PTHR1. Q03431. HEK293 GP2 PTHR1 cells, GloSensor cAMP luminescence, 1 h. Potency, µM (highest dose often 115 µM), without a hit: at the top dose activation, hits mostly activators. 0.075% of 410,000 active. AID 743266; further: potency means the concentration at half of the fitted maximal effect; nearly all actives have a fitted effect of over 55% in size; some results filed as inactive show a strong effect at the top dose; inactives centre near -15; many of its hits are not listed in these tables
Target sequence (Q03431 whole entry, looked up): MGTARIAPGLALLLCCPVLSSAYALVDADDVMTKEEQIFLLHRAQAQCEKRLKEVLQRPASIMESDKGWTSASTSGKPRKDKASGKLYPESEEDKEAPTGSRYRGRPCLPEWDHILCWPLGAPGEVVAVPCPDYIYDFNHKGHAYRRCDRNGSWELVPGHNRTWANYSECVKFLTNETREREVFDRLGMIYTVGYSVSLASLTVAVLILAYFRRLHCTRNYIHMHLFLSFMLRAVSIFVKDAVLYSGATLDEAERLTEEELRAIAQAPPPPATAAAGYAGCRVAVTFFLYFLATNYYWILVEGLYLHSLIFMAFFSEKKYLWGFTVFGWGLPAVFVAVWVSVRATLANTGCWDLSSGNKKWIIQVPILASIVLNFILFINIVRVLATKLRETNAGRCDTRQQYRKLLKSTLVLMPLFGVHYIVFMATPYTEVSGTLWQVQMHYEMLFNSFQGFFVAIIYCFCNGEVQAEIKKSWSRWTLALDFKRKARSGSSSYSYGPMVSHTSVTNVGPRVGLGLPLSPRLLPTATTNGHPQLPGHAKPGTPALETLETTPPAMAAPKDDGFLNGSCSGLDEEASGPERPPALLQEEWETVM
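HEK-293-derived GP2 cells expressing PTHR1 and a GloSensor cAMP reporter, 3,000/well, plated overnight, given luciferin plus IBMX (each 0.5 mM as added) for 1 h at 37 °C, then compound for 1 h at 37 °C. Luminescence was read after 15 min at room temperature.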
Abeta rescue: A-beta toxicity reversal in yeast; yeast expressing A-beta42, growth rescue, OD600, 48 h; response scale: 0% DMSO, 100% iron-clioquinol control; Potency, µM (doses to about 46.1 µM), without a hit: top-dose growth rescue, hits mostly activators; 0.063% of 410,000 active; further: potency means the concentration at half of the fitted maximal effect; nearly all actives have a fitted effect of over 55% in size
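Growth rescue measured by 600 nm absorbance after 48 h yeast culture at 30 C with compound. Values normalized between DMSO and an equimolar ferric chloride plus clioquinol control.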
aSyn rescue: inhibitors of alpha-synuclein toxicity in yeast | Yeast expressing alpha-synuclein, growth rescue, BacTiter-Glo, 24 h | Potency, µM (top dose mostly 46.1 µM), without a hit: at the top dose growth rescue (activation), actives largely listed as activators | 0.14% of 370,000 active | AID 652106; further: potency means the concentration at half of the fitted maximal effect; % of control where 0% means no effect; nearly all actives have a fitted effect of over 65% in size
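Readout is rescue of growth in alpha-synuclein-expressing yeast, so inhibitors of toxicity appear as activators. Growth after 24 hr at 30 deg C in galactose medium is quantified by luminescence.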
D3 antag: antagonists of human D3 dopamine receptor | P35462 | D3R cells, DiscoveRx beta-arrestin luminescence, antagonist mode; stronger effect = lower value | max response, negative = inhibition, % | AID 652054 | 2.5% of 360,000 active; in the data active means max response below about -50%; inconclusive means no clear call, values can overlap the other calls; further: on the % scale 0 is the no-effect control and ±100 the full control effect; mostly tested at two doses, the higher about 12 µM
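Cells expressing the human receptor were seeded at 1500 cells/well, incubated overnight at 37 degrees C in 5% CO2, then exposed to library compounds with dopamine controls for 90 minutes at 37 degrees C before luminescent detection.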
TDP43 rescue: rescues yeast growth from TDP-43 toxicity; TDP-43 expressing yeast growth rescue, BacTiter-Glo, 24 h; Potency, µM (doses to about 46.1 µM), inactives show at the highest dose growth rescue (activation), actives largely listed as activators; 1.8% of 410,000 active; AID 652104; further: potency means the concentration at half of the fitted maximal effect; % of control where 0% means no effect; nearly all actives have a fitted effect of over 50% in size
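Luminescence from BacTiter-Glo reports growth of TDP-43-expressing yeast after 24 hr at 30 deg C with compound. Cells were raffinose-pregrown to mid-log, then seeded in galactose medium at OD600=0.02.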
pAkt inh: Akt phosphorylation inhibition. Neuro2A IGF-stimulated pAkt S473 HTRF, 20 min; stronger effect = lower value. activity change, % for hits at 50 µM. 0.32% of 360,000 active; in the data active means activity change below about -80%; inconclusive means mostly about -51% to -80%; further: on the % scale 0 is the no-effect control and ±100 the full control effect
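Neuro2A cells in DMEM with 0.5% FBS, overnight at 37 deg C, given compound at single 50 µM final, then IGF (6 nM final) for 20 min at 37 deg C. Lysed; phospho-Akt Ser473 by HTRF after 24 h, 665/615 ratio.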
FUS yeast rescue: rescues growth of FUS-expressing yeast. S. cerevisiae FUS-expressing, growth rescue, OD600, 24 h. Potency, µM (top dose mostly 76.6 µM), without a hit: top-dose growth rescue (activation), actives largely listed as activators. 0.24% of 390,000 active;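 further: potency means the concentration at half of the fitted maximal effect; plate controls were DMSO vehicle for no effect and reference control for full effect; nearly all actives have a fitted effect of over 55% in size; some results filed as inactive show a strong effect at the top dose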
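Yeast expressing FUS under galactose induction, OD 0.005 in 2% galactose medium; compounds in a dilution series, 24 h at 30C. Growth rescue by absorbance at 600 nm; CP55940 positive control, DMSO negative.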
The depositor's hits bear a star; i = inactive; ? = inconclusive; nt = no result given; [ ] = dose if it differs, or a comment. Unless noted, the call rests on the fitted dose curve; in most records, active means well fitted curve in the direction sought with a large enough effect; inconclusive means small, poorly fitted or top-dose-only effect, or another doubt; inactive means no such curve, though single readings can be large; an effect the other way counts as inactive or inconclusive.

SMILES | GLP1R ag | GLP1R inv ag | PTHR1 agonist | Abeta rescue | aSyn rescue | D3 antag | TDP43 rescue | pAkt inh | FUS yeast rescue
CC(C)(C)C(=O)Nc1ccc2oc(-c3cc(F)c(F)cc3Cl)nc2c1 | 26% | ? | -13%[57.5 µM] | 0% | -2% | -15 | 22% | i | 4%
Cc1nc2ccccc2n1/N=C/c1ccc([N+](=O)[O-])o1 | 0% | 4% | -10%[57.5 µM] | -93%[inhibitor] | ? | -22 | ? | i | -11%
CCOC(=O)C1=C(C)NC(C)=C(C(=O)OCC)C1c1cc(N)ccc1OC(F)F | -6% | -20% | i | 4% | 6% | 16 | 8% | i | 16%
COCc1c(C(=O)OC)nnn1-c1ccccc1 | -8% | 11% | ? | -16% | -18% | 14 | 11% | i | -5%
O=C(Nc1ccc(S(=O)(=O)Nc2nccs2)cc1)c1cc(-c2ccccc2)nc2ccccc12 | 3% | ? | i | -6% | 0% | 24 | 4% | i | 44%
COc1ccc(S(=O)(=O)N(C)C[C@H]2Oc3ccc(NS(=O)(=O)c4cccs4)cc3CC(=O)N([C@H](C)CO)C[C@H]2C)cc1 | 14% | 19% | -18% | 4% | 1% | -11 | 14% | i | 32%
COc1cc(-c2cnc3c(NC(C)=O)cc(-c4ccccc4CN(C)C)cn23)cc(OC)c1OC | 14% | ? | i | -14% | -3% | 0 | 11% | i | -4%
Cc1ccc(S(=O)(=O)Nc2ccc(Nc3nccn4c(-c5cccc(OC(F)(F)F)c5)cnc34)cc2)cc1 | -4% | ? | -1% | -9% | 4% | 13 | -26% | i | ?
Cc1ccccc1NC(=O)CSc1nc2[nH]c(=O)cc(O)c2s1 | -8% | 23% | i | 7% | -2% | 4 | -11% | i | 28%
Cc1c(OC(C)C(=O)NCC2CCC(C(=O)O)CC2)ccc2c3c(c(=O)oc12)CCCC3 (stereo not given) | 0% | 13% | -15% | 15% | 3% | 40 | 0% | i | -8%
CN(C)c1nc(-c2ccccc2)nnc1C(F)(F)F | 5% | -5% | i | 4% | 0% | -64* | 22% | i | -25%
CCOC(=O)CNC(=O)c1cc(-c2ccccn2)nc2c(C)c(Cl)ccc12 | 0% | -14% | -2% | ? | 1% | 0 | 4%[9.22 µM] | i | 32%
CCOc1ccc(OCC(O)CN2CCc3ccccc3C2)cc1 (stereo not given) | -8% | ? | i | -6% | 1% | -98* | 19% | i | 4%
CCOC(=O)c1cccc(NC(=O)CSc2nnc(COc3ccc(Cl)cc3)o2)c1 | 0% | -3% | -4%[57.5 µM] | 1% | 1% | 12 | -5% | ? | 17%
Cc1[nH]n(-c2ccc(Br)cc2)c(=O)c1/C=N/NC(=O)c1ccccc1 | -2% | ? | -36%[inhibitor] | -30% | 5% | -3 | 0% | i | -1%
CCN(CC)CCNC(=O)C1CCN(c2cc(C)nc3c(-c4ccc(Cl)cc4)c(C)nn23)CC1 | 0% | 6% | 15% | -23% | nt | nt | 4% | nt | -15%
CCN1CCN(CC2COc3ccccc3O2)CC1 (stereo not given) | -5% | 7% | i | 1% | 5% | ? | 17% | i | -6%
COc1ccc(-c2noc(CCC(=O)NCC3CCN(Cc4cccc(C)c4)CC3)n2)cc1 | 3% | 11µM* | -8% | 9% | 0% | -7 | 13% | i | -4%
O=C(Nc1ccc(OC(F)F)cc1)Nc1cccc(C(F)(F)F)c1 | -5% | 4.5µM* | -27% | -6% | -38%[inhibitor] | -5 | 4% | i | nt
CCCS(=O)(=O)NC(=O)C1(C)CCCN(C(=O)c2ccccc2OC(F)(F)F)C1 (stereo not given) | -6% | 22% | -5% | -13% | -3% | 0 | -9% | i | -4%
CCOC(=O)c1c(C)oc2cc(Br)c(OCC(N)=O)cc12 | -10% | 9% | -52%[inhibitor][57.5 µM] | -8% | 1% | -5 | -7% | i | -5%
CCOC(=O)C(CC)Sc1nnc2n1C(C)(C)Cc1ccccc1-2 (stereo not given) | -2% | 5% | i | -8% | 0% | -16 | 5% | i | 10%
COc1ccc(C2/C(=C(\O)c3ccc4c(c3)OCCO4)C(=O)C(=O)N2Cc2cccnc2)cc1OC (stereo not given) | -1% | 4% | i | 0% | -1% | 8 | 13% | i | 8%
O=C(CC1C(=O)NCCN1Cc1cccc(Oc2ccccc2)c1)NCCc1ccncc1 (stereo not given) | 10% | -3% | -33%[inhibitor] | 6% | 8% | 0 | 13% | i | 5%
O=c1c2[nH]cnc2n(-c2ccc(F)cc2)c(=O)n1Cc1ccccc1 | 14% | 166%[activator] | ? | 3% | 1% | -20 | 14% | i | -5%
CCOC(=O)c1cc(S(=O)(=O)N2CCC(C)CC2)cn1C | -4% | 4% | -14% | 0% | 4% | -6 | 25% | i | -30%
Cn1c(N)c(C(=O)CSc2nc(C3CC3)n(-c3ccccc3)n2)c(=O)[nH]c1=O | -1% | 7% | 10% | -4% | -3% | -15 | -2% | i | -9%
CCOc1ccc(Cl)cc1/C=C1/C(=O)ON=C1C | 2% | -18% | -33%[inhibitor] | -1% | -2% | -11 | -14% | i | 3%
CN(C)c1ccc(P(=O)(OCc2ccccc2)C(O)c2ccccc2)cc1 (stereo not given) | 14% | 14% | i | 9% | 7% | 4 | 3% | i | 5%
CC(C)CC(=O)NC(=S)Nc1ccc(S(=O)(=O)NC(C)(C)C)cc1 | 4% | ? | -14% | 10% | 7% | -7 | 20% | i | -6%
NC(=S)Nc1cc(Cl)cc(Cl)c1 | 7% | 2% | i | -9% | -6% | -2 | -7% | i | 1%
Cc1ccc(NC(=O)C2CCCN(c3nnc(-n4c(C)ccc4C)s3)C2)c(C)c1 (stereo not given) | nt | -23% | i | -18% | nt | nt | -21% | nt | 35%
Cc1cc(Oc2nc3ccccn3c(=O)c2/C=C(\C#N)c2nc3ccccc3s2)ccc1Cl | nt | 9% | i | 10% | nt | nt | 0% | nt | 9%
O=C(Nc1ccc(N2CCOCC2)cc1)c1ccc2nc(-c3ccco3)c(-c3ccco3)nc2c1 | -8% | -13% | i | -9% | 0% | -8 | -17% | i | ?
CCOC(=O)Cc1ccc(Nc2nc(NCc3cccs3)nc3ccsc23)cc1 | 6% | ? | -95%[inhibitor] | -4% | -45%[inhibitor] | 111 | 12% | i | 23%
O=C(O)C1C2C=CC(C2)C1C(=O)NCc1ccc(Cl)cc1Cl (stereo not given) | -3% | ? | i | 16% | 1% | -10 | 21% | i | -6%
NC(Cc1ccccc1)c1csc(Nc2nccc(C(F)(F)F)n2)n1 (stereo not given) | -2% | ? | -11% | -7% | -1% | -10 | 3% | i | 16%
CCOc1nc(N=C(N)N)nc2c(C)cccc12 | -38% | 8% | i | -18% | -3% | 7 | -31%[inhibitor] | i | ?
CC(=O)Nc1cccc(NC(=O)Cc2cccs2)c1 | -3% | 5% | -22% | 2% | -5% | -17 | 0% | i | -11%
COCCn1c(=S)[nH]c2cc(C(=O)N3CCN(c4ccc(F)cc4)CC3)ccc2c1=O | 12% | -26% | -21%[57.5 µM] | 4% | -4% | 6 | -15% | i | 11%

Continued; it opens with the three that closed the last part.
SMILES | GLP1R ag | GLP1R inv ag | PTHR1 agonist | Abeta rescue | aSyn rescue | D3 antag | TDP43 rescue | pAkt inh | FUS yeast rescue
CCOc1nc(N=C(N)N)nc2c(C)cccc12 | -38% | 8% | i | -18% | -3% | 7 | -31%[inhibitor] | i | ?
CC(=O)Nc1cccc(NC(=O)Cc2cccs2)c1 | -3% | 5% | -22% | 2% | -5% | -17 | 0% | i | -11%
COCCn1c(=S)[nH]c2cc(C(=O)N3CCN(c4ccc(F)cc4)CC3)ccc2c1=O | 12% | -26% | -21%[57.5 µM] | 4% | -4% | 6 | -15% | i | 11%
COc1ccccc1NC(=S)NC1CCCC1 | 6% | -17% | -12% | ? | 1% | -11 | 16% | i | -3%
O=C(Cc1ccc(NC(=O)N2CCSc3ncccc32)cc1)NCc1ccccc1Cl | nt | -15% | -1% | 2% | nt | nt | 11% | nt | 3%
O=C(Nc1cccc2c1CCCC2)c1ccccc1Br | -12% | -8% | i | 13% | -2% | 2 | 16% | i | -12%
CCC/C(C)=N\Nc1nc2c(c(=O)n(C)c(=O)n2C)n1C | 9% | 18% | -9% | 13% | -2% | -12 | -2% | i | 7%
Cc1cccc(C)c1NC(=O)CSc1nc(C)c(CC(=O)c2ccc(Br)cc2)c(C)c1C#N | -12% | -12% | i | -1% | -8% | 8 | 17% | -102%* | -1%
COc1ccccc1CC(=O)O/N=C(\N)Cc1cccc2ccccc12 | ? | 0% | -28% | 5% | -28% | -18 | ? | i | 6%
COc1ccc(-c2cn3nc(N4CCCC(C(=O)Nc5cc(C)cc(C)c5)C4)sc3n2)cc1 (stereo not given) | nt | 0% | i | -8% | nt | nt | 18% | nt | ?
Cc1cc(C)cc(NC(=O)CSc2nc(=O)n3cc(C)ccc3n2)c1 | 16% | 22% | i | -13% | 1% | -15 | -7% | i | 8%
CC1CC(C)CN(S(=O)(=O)c2ccc(C(=O)OCC(=O)NCCN3C(=O)CSC3=O)cc2)C1 (stereo not given) | 4% | 5% | i | -17% | 2% | 9 | 2% | i | 13%
CC(=O)c1c(C)[nH]c(C(=O)NCc2ccco2)c1C | 0% | 25% | -2% | -8% | -1% | 3 | -2% | i | 21%
CCS(=O)(=O)c1ccc(O)c(NC(=O)Nc2ccccc2OC)c1 | 18% | 16% | -15% | -15% | 6% | 0 | -2% | i | 9%
Cc1cc(C)c2c(n1)nn1c(NCCCN(C)C)cc(C)nc21 | 5% | -21% | i | 3% | 0% | 13 | 0% | i | 15%
CC(C)(C)NC(=O)C(c1ccco1)N(C(=O)Cn1nnc(-c2ccc(F)cc2)n1)c1cccc(F)c1 (stereo not given) | -2% | 0% | i | 7% | 19% | 4 | -3% | i | 36%

Source: PubChem (National Center for Advancing Translational Sciences (NCATS))

An excerpt (hit frequency here may not be typical).
